# High-throughput results from PubChem.
# DUSP3 inh: VHR1 phosphatase inhibitors, primary screen, biochemical, colorimetric, HTS. Dual specificity protein phosphatase 3 (Homo sapiens), P51452. recombinant VHR phosphatase, colorimetric substrate read-out. inhibition, % at 20 µM. 0.7% of 50,000 active. AID 1992, 2009; in the data active = inhibition above about 60%; also: some results filed as inactive read as strong as hits
# Target sequence (P51452 whole entry, looked up): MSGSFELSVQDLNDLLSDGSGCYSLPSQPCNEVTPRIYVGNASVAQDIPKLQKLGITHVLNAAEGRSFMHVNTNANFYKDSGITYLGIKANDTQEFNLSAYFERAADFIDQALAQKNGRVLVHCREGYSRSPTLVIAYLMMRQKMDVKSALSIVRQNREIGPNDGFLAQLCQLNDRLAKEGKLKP
# Active calls of the source: *.
compound | DUSP3 inh
COc1cc(NC(C)=O)c(OC)cc1N=NC1=C(O)CC(C)(C)CC1=O | -14
Cc1ccc(NC(=O)c2ccccc2)cc1F | -10
COC(=O)CN(c1cc(Cl)cc(Cl)c1)S(C)(=O)=O | -8
CN(CC(=O)N1c2ccc(Cl)cc2NC(=O)c2ccccc21)CC(O)c1ccccc1 (stereo not drawn) | 5
Cn1cc(/C=C2/SC(=Nc3ccccc3)NC2=O)c2ccccc21 | -93
CCCc1ccc(-c2nc(-c3ccccn3)no2)cc1 | -5
COc1cccc(C2/C(=C(\O)c3ccc(Br)cc3)C(=O)C(=O)N2c2ccccc2)c1 (stereo not drawn) | 6
O=C(Nc1nc(-c2ccc([N+](=O)[O-])cc2)cs1)c1ccc(Cl)cc1 | -25
OC(COc1ccc2ccccc2c1Br)Cn1cnc2ccccc21 (stereo not drawn) | -8
CN1CCN(C2=NC(=O)/C(=C/c3ccc(Cl)cc3Cl)S2)CC1 | -9
Cc1ccc2nc(SCc3ccc([N+](=O)[O-])cc3)[nH]c2c1 | 11
COC(=O)c1ccc(/C=C2/Sc3ccccc3C2=O)cc1 | 1
CCOCCP(=O)(c1ccccc1)c1ccccc1 | -17
Cc1ccc(NC(=O)c2ccc(C#Cc3ccccc3)cc2)cc1C | 10
O=C(CN(c1ccccc1)S(=O)(=O)c1ccccc1)NCc1ccncc1 | 1
O=C(O)CN1C(=O)/C(=C\c2ccc(OCc3ccccc3)cc2)SC1=S | 25
COc1cc(C(=O)n2nc(C)cc2C)cc(OC)c1OC | -6
COc1ccc(OC)c(C2NC(=O)NC(C)=C2C(=O)Nc2ccc(C)cc2)c1 (stereo not drawn) | -50
CCc1ccccc1NC(=O)C(C#N)=C1CCCCCC1 | -3
CCCOC(=O)c1c(-c2ccc(Br)cc2)csc1N | 58
Cc1cc(C=C2C(=O)c3ccccc3C2=O)c(-c2ccccc2)n1-c1ccccc1 | -8
COc1ccc(CC(=O)Nc2sc3c(c2C(=O)Nc2ccccc2Cl)CCCCC3)cc1 | -16
O=C(NC(=S)Nc1ccc(Cl)c(-c2nc3ccccc3o2)c1)c1ccco1 | -33
CN(CCO)C1=NS(=O)(=O)c2cc([N+](=O)[O-])ccc21 | -1
C#CCOc1ccc2c3c(c(=O)oc2c1)CCC3 | 1

# 5 structures already listed, sorted by molecular weight, highest first:
compound | DUSP3 inh
O=C(NC(=S)Nc1ccc(Cl)c(-c2nc3ccccc3o2)c1)c1ccco1 | -33
COc1cc(NC(C)=O)c(OC)cc1N=NC1=C(O)CC(C)(C)CC1=O | -14
O=C(Nc1nc(-c2ccc([N+](=O)[O-])cc2)cs1)c1ccc(Cl)cc1 | -25
CCCOC(=O)c1c(-c2ccc(Br)cc2)csc1N | 58
CCc1ccccc1NC(=O)C(C#N)=C1CCCCCC1 | -3

# (further entries)
compound | DUSP3 inh
Cc1cc(OCC(=O)Nc2cc(Cl)cc(Cl)c2)ccc1Cl | -34
CCOC(=O)c1ccccc1NC(=O)c1ccc(Cl)cc1Cl | -1
CC1=C(C(=O)OCC(C)C)C(c2ccc(Br)cc2)NC(=O)N1 (stereo not drawn) | -21
Cc1cc(OCC(=O)Nc2ccc(Cl)cc2C)ccc1Br | 3
Cn1ccnc1Sc1nc(Nc2ccccc2)nc(Nc2ccccc2)n1 | 9
COc1ccc(/C=C2/C(C)=C(C#N)c3nc(N)c(C#N)c(C)c32)cc1OC | 24
COC(=O)C1=C(C)N(c2ccc(OC)cc2)C(C)=C(C(=O)OC)C1c1ccc(OC)cc1 | -50
Cc1ccc(Cl)cc1NC(=O)C1CCCCC1C(=O)O (stereo not drawn) | -7
COc1cc(/C=N\Nc2nnc(C)c(=O)[nH]2)cc(Br)c1O | -6
Cc1cccc(C(=O)N2CCc3ccccc32)c1 | -22
CC(=O)N/N=C/c1cc(C)n(-c2cc(Cl)ccc2Cl)c1C | 3
c1ccc2c(N3CCOCC3)nc(-c3ccncc3)nc2c1 | -13
Cc1c(C(=O)Nc2ccc3c(c2)OCCO3)cccc1[N+](=O)[O-] | 4
Cc1cc(/C=C2\C(=O)NC(=S)N(c3cccc(Cl)c3)C2=O)c(C)n1C | -15
CC1=C(C(=O)Nc2cccc(C)c2)C(c2ccc(Br)cc2)NC(=O)N1 (stereo not drawn) | -31
CC1(C)NC(=O)N(CC(O)CN(c2ccccc2)c2ccccc2)C1=O (stereo not drawn) | -4
C/C(=N\N=C1\NC(=O)C(CC(=O)Nc2ccccc2)S1)c1ccc(O)cc1O (stereo not drawn) | -17
O=C(NC(=S)Nc1ncc(Br)cc1Br)c1cccs1 | -14
CCC(C)NC(=O)CN(c1ccccc1)S(=O)(=O)c1ccccc1[N+](=O)[O-] (stereo not drawn) | -7
O=S(=O)(c1ccc(Br)cc1)N1CCN(c2cccc(Cl)c2)CC1 | -25
CCOC(=O)C1(C)C=C(Nc2ccc(OC)cc2)C(=O)N1c1ccc(OC)cc1 (stereo not drawn) | -15
CCCCOc1ccc(C(=O)O/N=C(/c2ccncc2)c2ccc([N+](=O)[O-])cc2)cc1 | -27
CCOC(=O)c1ccc(NC(=O)CN(c2ccc(OC)cc2)S(=O)(=O)c2ccc(C)cc2)cc1 | -13
Cc1cccc(NC(=O)c2cc(-c3cccs3)nc3ccccc23)c1 | -11
O=C1C=C(c2c(O)ccc3ccccc23)c2ccccc2C1=O | 10
O=C1/C(=C/c2ccc(Br)c([N+](=O)[O-])c2)SC(=S)N1Cc1ccccc1 | -27
O=C(NCCN1CCOCC1)c1cc(Cl)ccc1Cl | 5
CC(=O)Nc1ccc(S(=O)(=O)Nc2cccc(C(=O)Nc3cccc(Cl)c3)c2)cc1 | 42
COc1cccc(C(=O)/C=C/c2ccc(F)cc2)c1 | 3
O=C(N/N=C/c1cc(Cl)cc(Br)c1O)c1ccccc1[N+](=O)[O-] | 2
CN1CCN(C(=S)NC(=O)/C=C/c2ccc(Br)cc2)CC1 | -20
O=C(Nc1cccc(O)c1)c1ccc(Cl)cc1 | 7
O=C(NN1C(=O)/C(=C/c2c(Cl)cccc2Cl)SC1=S)c1ccccc1O | -4
CCC(=O)Nc1c(C)ccc2nsnc12 | -5
O=C(Nc1ccc(Br)cc1F)c1cc(-c2ccccc2)nc2ccccc12 | -15
Cc1ccc(SCC(=O)Nc2cccc([N+](=O)[O-])c2)cc1 | -9
COc1ccc(/C=C2\C=C(c3ccc(Cl)cc3)OC2=O)c(C)c1 | 0
O=C1/C(=C/c2cccc([N+](=O)[O-])c2)SC(=S)N1c1ccc(O)cc1 | -19
CCN(CC)CCCN1C(=O)C(C)SC1c1ccccc1[N+](=O)[O-] (stereo not drawn) | -27
O=C(Nc1ccccc1C(=O)N1CCCC1)c1ccccc1 | 11
CC1=C(C#N)c2nc(N)c(C#N)c(C)c2/C1=C\c1ccc(Cl)c(Cl)c1 | -6
N#C/C(=C(/O)CCCN1C(=O)c2ccccc2C1=O)c1nc2ccccc2[nH]1 | 0
Cc1cccc(N2C(=O)c3ccc(-c4ccc5c(c4)C(=O)N(c4cccc(C)c4)C5=O)cc3C2=O)c1 | 2
CN(C)c1ccc(/C=N/NC(=O)CN2CCCCC2)cc1Br | -6
CCOc1ccc(N2C(=O)NC(=O)/C(=C\c3cc(Br)ccc3OC)C2=O)cc1 | -32
Cc1n[nH]c(C)c1Sc1ccccc1N=Cc1ccc(Cl)cc1Cl | -18
O=C1NC(=O)N(c2cccc(Br)c2)C(=O)/C1=C/c1ccccc1Cl | 4
O=C(COc1ccc(Br)cc1)Nc1cccnc1 | -16
CCOC(=O)c1c(NC(=O)NN)sc2c1CCCC2 | -6
CCC(C(=O)n1nnc2ccccc21)c1ccccc1 (stereo not drawn) | -10

# Molecules from the list above that contain a COOH group (2):
compound | DUSP3 inh
O=C(O)CN1C(=O)/C(=C\c2ccc(OCc3ccccc3)cc2)SC1=S | 25
Cc1ccc(Cl)cc1NC(=O)C1CCCCC1C(=O)O (stereo not drawn) | -7

# Remaining list, next part:
compound | DUSP3 inh
CC12CC3(C)CC(C)(C1)CC(C(=O)NN)(C2)C3 | -16
CC(C)c1nnc(NC(=O)Nc2ccccc2)s1 | 20
COc1cc(C=C2C(=O)NC(=O)NC2=O)ccc1OCCOc1ccc(C)cc1 | 6
COc1ccc(S(=O)(=O)N(CC(=O)N[C@@H]2C[C@H]3CC[C@@H]2C3)c2ccc(C)cc2)cc1OC | -2
COc1cc(C(=O)N2CCN(C3CCC(c4ccccc4)CC3)CC2)cc(OC)c1OC (stereo not drawn) | 21
Cc1oc(/N=C/c2cccc3ccccc23)c(C#N)c1C | -31
O=C1NC(=Nc2ccc(O)cc2)S/C1=C\c1ccc(Cl)cc1 | -5
Cc1ccc(C(=O)O/N=C(/c2nonc2N)N2CCOCC2)cc1 | -13
COc1cccc(OCCOc2ccccc2/C=C2/SC(=S)N(c3ccccc3)C2=O)c1 | -17
COc1ccc2c(c1)c(C1N3CC4(C)CN1CC(C)(C3)C4=O)c(C)n2C (stereo not drawn) | -4
C/C(=N\N1CCN(c2ccccc2)CC1)c1ccc(F)cc1 | -2
CCOc1ccccc1NC(=O)c1c(NC(=O)c2ccccc2Cl)sc2c1CCCC2 | 16
CCOc1ccccc1NS(=O)(=O)c1ccc(OC)c(OC)c1 | -8
Cc1ccccc1NC(=O)CN(c1cccc(Br)c1)S(=O)(=O)c1ccccc1 | -33
COc1ccc2c(oc(=O)c3ccccc32)c1C | -24
O=C(CN1C(=O)c2ccc([N+](=O)[O-])cc2C1=O)NN1C(=O)c2ccccc2C1=O | 88
O=C1C2C3C=CC(C2C(=O)N1C1CCCCC1)C1C(=O)N(C2CCCCC2)C(=O)C31 (stereo not drawn) | 106*
CC1CC(CCN)(c2ccccc2)C(C)CN1C (stereo not drawn) | 15
N#C/C(=C\c1ccc(C(=O)O)cc1)C(=O)NCC1CCCO1 (stereo not drawn) | -6
O=C(COc1ccc([N+](=O)[O-])cc1)Nc1cccc(Cl)c1Cl | 2
CCOc1cc(C2NC(=S)NC(C)=C2C(=O)Nc2ccc(Cl)cc2)ccc1O (stereo not drawn) | 21
Cc1no[n+]([O-])c1COc1ccc(/C=C2\NC(=S)NC2=O)cc1 | 10
CC(=O)COc1ccc2c3c(c(=O)oc2c1C)CCC3 | -3
Cc1ccc(S(=O)(=O)N2CCN(c3ccccc3)CC2)cc1[N+](=O)[O-] | -23
CC(=O)Nc1ccccc1NC(=O)c1ccccc1F | 63

# The final 2 compounds of the part above are carried over, then new ones follow.
compound | DUSP3 inh
Cc1ccc(S(=O)(=O)N2CCN(c3ccccc3)CC2)cc1[N+](=O)[O-] | -23
CC(=O)Nc1ccccc1NC(=O)c1ccccc1F | 63
CC1=NN(c2cccc(C(=O)O)c2)C(=O)/C1=C\c1ccc(-c2ccc([N+](=O)[O-])cc2)o1 | 46
COc1ccc(N2C(=O)C(O)=C(C(=O)/C=C/c3ccccc3)C2c2ccc(Cl)cc2)cc1 (stereo not drawn) | -6
O=C(CC1(O)C(=O)Nc2ccc(Br)cc21)c1ccc2ccccc2c1 (stereo not drawn) | -3
COc1ccc(C(=O)N2c3cc(C)ccc3C(Nc3ccc(C)cc3)CC2C)cc1 (stereo not drawn) | 2
Cc1cccc(C)c1NC(=S)NC(=O)c1ccccc1 | 2
Cc1cccc(N2C(=O)/C(=C/c3ccccc3[N+](=O)[O-])SC2=S)c1C | -42
CC(=O)N(c1ccccc1)c1c(F)c(F)c(F)c(F)c1F | -3
COC(=O)c1ccc(CSc2nnc(CCCN3C(=O)c4cccc5cccc(c45)C3=O)n2-c2ccccc2)cc1 | 3
COc1ccc(C2=C/C(=C\c3c(OC)ccc4ccccc34)C(=O)O2)c(OC)c1 | 7
O=C1CCC(c2ccccc2)N1C(=O)c1cccnc1 (stereo not drawn) | -20
COc1ccc(OC)c(NC(=O)CN(c2ccccc2)S(=O)(=O)c2ccccc2[N+](=O)[O-])c1 | -12
CCOc1ccc(-c2c(C)sc(N)c2C(=O)OC)cc1 | -16
Cc1cc(C)n(C(=O)C(C)Oc2ccc(Cl)cc2)n1 (stereo not drawn) | 2
O=C1C(Cc2c[nH]c3ccccc23)NC(=S)N1c1ccccc1 (stereo not drawn) | -26
CCOC(=O)c1c(-c2cccs2)csc1NC(=O)c1ccc(F)cc1 | 8
CC(C)CC(C(=O)O)n1c(O)c(C2=c3ccccc3=NC2=O)sc1=S (stereo not drawn) | 80
Cc1cc(OCC(O)CN2CCN(c3ccccc3)CC2)cc(C)c1Cl (stereo not drawn) | 16
CSc1ccc(C2NC(=O)c3ccccc3N2)cc1 (stereo not drawn) | 14
Cc1cccc(N=C2NC(=O)/C(=C\c3ccc([N+](=O)[O-])cc3)S2)c1C | -5
COc1ccc2c(=O)c(-c3ccccc3OC)c(C(F)(F)F)oc2c1 | -3
O=C(c1cc(Br)ccc1Cl)N1CCN(c2ccc([N+](=O)[O-])cc2)CC1 | -3
CCOC(=O)C1=C(N)c2ccccc2CC1(C)C1CCCCC1 (stereo not drawn) | 32
CCCOc1ccc(CCc2n[nH]c(=S)n2-c2ccccc2)cc1 | -3
CCC(CC)C(=O)Nc1ccc(S(=O)(=O)Nc2cnc3ccccc3n2)cc1 | -7
O=C1/C(=C/c2ccc3c(c2)OCO3)SC(=S)N1Cc1ccco1 | -14
CC1(C)CC(=O)C2=C(C1)N(Cc1ccccc1)C1=C(C(=O)CC(C)(C)C1)C2c1cccs1 | -6
O=C(NCCCn1ccnc1)c1cc2c(ccc3ccccc32)oc1=O | -14
O=C(O)CCC(=O)Nc1cc(NC(=O)CCC(=O)O)cc(C(=O)O)c1 | -11
NS(=O)(=O)c1ccc(N=Cc2c(O)n(C3CCCCC3)c(=O)n(C3CCCCC3)c2=O)cc1 | -18
COc1ccc(-c2nc(-c3ccccn3)no2)cc1OC | 7
COc1ccc(C(=O)Nc2ccc(C)cc2[N+](=O)[O-])cc1Cl | -12
Cc1ccnc(NS(=O)(=O)c2ccc(NC(=O)c3c(-c4ccccc4)noc3C)cc2)n1 | -24
O=C(CC(c1ccccc1)c1ccccc1)N1CCN(c2cccc(Cl)c2)CC1 | -14

# Only part of the results is shown; count on the stated rates, not on these rows.
